LAP4 TOR yeast – modulators of LAP4-GFP expression in yeast, primary screen, S. cerevisiae, multiplex flow cytometry, MLPCN library. 3 h; median GFP as percent of DMSO wells. AID 2023, 2009. GFP response vs DMSO, % at 10 µM. hit rate 0.34% among 320,000;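 active means GFP response vs DMSO above a set limit, about the screen mean plus 3 SD, cut at about 150% in these data; inconclusive means under 70 cell events counted for the yeast strain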
MEP2-GFP yeast – modulators of MEP2-GFP levels in yeast, primary screen, S. cerevisiae, multiplex flow cytometry, MLPCN library; AID 2016, 2009; GFP response vs DMSO, % at 10 µM; S. cerevisiae MEP2-GFP strain, 3 h; 100% = DMSO control level; hit rate 0.51% among 330,000;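 active means GFP response versus DMSO above a set limit, roughly screen mean plus 3 SD, cut at about 180% in these data; inconclusive means fewer than 70 cells counted for a yeast strain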;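 further: median GFP fluorescence of the barcode-gated MEP2-GFP cells per well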
CR mimetic SO – reduction of superoxide in aged yeast, primary screen, HTS; S. cerevisiae aged cells, superoxide DHE fluorescence; stronger effect = lower value; superoxide response (% of plate mean), % at 10 µM; hit rate 0.18% among 330,000;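 active means superoxide response under a set limit, about three screen SD below normal, cut at about 65% in these data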;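 further: yeast aged for seven days with compound at 30 °C before DHE staining; 100% = average MFI of all compound-treated wells on the plate with controls excluded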
RPL19A-GFP yeast – RPL19A-GFP expression modulators in yeast, primary screen, cell-based, S. cerevisiae, multiplex flow cytometry, MLPCN; hit rate 0.3% among 330,000; AID 2025, 2009; S. cerevisiae RPL19A-GFP strain, 3 h; stronger effect = lower value; percent response vs DMSO, % at 10 µM;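 active means percent response vs DMSO below 50%; inconclusive means fewer than 70 events counted for the yeast strain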;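 further: median channel GFP fluorescence of the barcoded RPL19A-GFP strain; ratio of sample median GFP to plate DMSO average so 100% = DMSO; lower means less RPL19A-GFP as with rapamycin TOR inhibition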
AHR activator – AHR activators, primary screen, cell-based, luminescence, luciferase reporter, human; Aryl hydrocarbon receptor (Homo sapiens), P35869; hit rate 2.5% among 320,000; AHR-responsive luciferase reporter cells; activation, % at 5 µM; in the data active means activation above about 47%;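 further: 0% = vehicle wells and 100% = reference agonist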
procasp7 counter – procaspase-7 activators, primary screen, counter-screen for procaspase-3 activator project, biochemical, absorbance, HTS, human; Caspase-7 (Homo sapiens), P55210; recombinant procaspase-7, Ac-DEVD-pNA absorbance 405 nm; D23A/D198A/D206A triple mutant, cannot self-cleave; scale: DMSO 0, 5 µM enzyme 100; activation, % at 8.5 µM; hit rate 0.093% among 330,000;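 active means percent activation above the screen-wide mean plus 3 SD, cut at about 25% in these data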
Target sequence (P55210 whole entry D23A/D198A/D206A): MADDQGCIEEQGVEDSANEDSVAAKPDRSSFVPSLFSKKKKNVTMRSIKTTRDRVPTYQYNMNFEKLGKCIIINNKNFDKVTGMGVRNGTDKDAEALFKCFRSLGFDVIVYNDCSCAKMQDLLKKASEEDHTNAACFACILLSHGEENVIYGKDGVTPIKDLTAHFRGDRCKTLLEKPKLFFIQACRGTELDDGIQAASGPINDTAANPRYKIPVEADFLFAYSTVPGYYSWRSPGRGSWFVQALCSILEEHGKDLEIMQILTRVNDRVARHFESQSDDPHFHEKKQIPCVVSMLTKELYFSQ
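Assay system: Uncleavable procaspase-7 mutant enzyme | Input: 2 µM procaspase-7 mutant as dispensed | Timing: 1 h compound preincubation, 2 h substrate cleavage, 25 °C | Repeats: One well per compound | Control set: DMSO wells as 0%, DMSO with 5 µM added PC-7 as 100% | Technique: Epi-absorbance of released pNA at 405 nm, two timepoints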
procasp3 activ – activators of human procaspase-3 D3A mutant, primary screen, biochemical, absorbance, PC-3 D3A mutant, single concentration. Caspase-3 (Homo sapiens), P42574. recombinant procaspase-3 D3A, Ac-DEVD-pNA absorbance 405 nm. activation, % at 8.5 µM. hit rate 0.11% among 330,000;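 active means activation above the mean of all tested compounds plus 3 SD, cut at about 21% in these data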;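 further: 0% = DMSO alone and 100% = DMSO wells spiked with extra 5 µM PC-3 D3A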
Target sequence (P42574 whole entry D9A/D28A/D175A): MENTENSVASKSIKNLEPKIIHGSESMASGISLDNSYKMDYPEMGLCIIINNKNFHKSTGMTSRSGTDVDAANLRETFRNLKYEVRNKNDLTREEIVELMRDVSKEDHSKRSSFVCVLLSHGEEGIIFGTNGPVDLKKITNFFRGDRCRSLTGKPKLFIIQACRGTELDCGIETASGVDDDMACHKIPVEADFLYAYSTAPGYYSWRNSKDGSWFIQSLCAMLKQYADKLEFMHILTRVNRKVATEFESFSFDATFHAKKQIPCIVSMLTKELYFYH
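Assay system – Procaspase-3 D3A mutant, all three cleavage aspartates alanine · Controls – DMSO-only low control, 5 µM PC-3 D3A high control · Schedule – 1 h compound preincubation, 2 h substrate hydrolysis at 25 °C · Signal – 405 nm absorbance of p-nitroaniline, reads at 0 and 120 min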
JMJD2C inh – inhibitors of GASC-1 histone demethylase, primary screen, biochemical, fluorescence, DELFIA europium; Lysine-specific demethylase 4C (Homo sapiens), Q9H3R0; GST-JMJD2C(1-420) H3K9me3 demethylation; inhibition, % at 2.35 µM; hit rate 0.069% among 330,000; AID 2099, 2009;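 active means more than half of a compound's replicate wells show inhibition beyond 50%, single wells judged on their own value; inconclusive means some, but no more than half, of replicates pass 50% inhibition; inactive means no replicate passes 50% inhibition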;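 further: signal counts dimethyl H3K9 product captured on neutravidin plate; 0% = median of DMSO wells and 100% = 0.3 times that DMSO median; strong numbers were not always called active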
Target sequence (Q9H3R0 1-420 limits assumed): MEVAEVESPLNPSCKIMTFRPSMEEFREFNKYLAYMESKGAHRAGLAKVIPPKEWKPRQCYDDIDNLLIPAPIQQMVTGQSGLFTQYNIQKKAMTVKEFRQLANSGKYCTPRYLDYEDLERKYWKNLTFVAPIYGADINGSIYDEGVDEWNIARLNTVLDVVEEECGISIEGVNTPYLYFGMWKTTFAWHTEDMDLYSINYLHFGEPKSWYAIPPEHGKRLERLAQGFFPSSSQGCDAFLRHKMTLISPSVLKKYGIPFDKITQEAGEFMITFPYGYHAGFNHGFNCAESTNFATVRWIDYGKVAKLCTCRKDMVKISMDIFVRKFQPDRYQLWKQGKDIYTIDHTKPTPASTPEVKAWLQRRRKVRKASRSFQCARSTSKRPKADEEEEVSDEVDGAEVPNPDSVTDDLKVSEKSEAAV
* = called active by the depositor; ? = inconclusive; / = no result given; & = joins results of further samples.

SMILES	LAP4 TOR yeast	MEP2-GFP yeast	CR mimetic SO	RPL19A-GFP yeast	AHR activator	procasp7 counter	procasp3 activ	JMJD2C inh
O=C(COC(=O)C12CC3CC(CC(C3)C1)C2)NNC(=O)c1ccccc1	91	92	107	91	0	6	3	8
CCN(CC)c1ccc(/C=N/NS(=O)(=O)c2ccc(CNC(C)=O)cc2)cc1	97	106	94	104	28	-8	-2	-1
C[N+]1(CC(=O)OCCCc2ccccc2)CCOCC1	100	103	109	102	0	-1	3	7
CCc1ccc(C(=O)c2cnc3ccc(OC)cc3c2N2CCN(CC)CC2)cc1	95	96	107	100	8	0	-4	4
CCOc1ccc(S(=O)(=O)N2CCOCC2)cc1NC(=O)c1ccccc1F	95	107	99	102	2	7	8	14
O=C(CSc1nnc(-c2ccc(Br)o2)n1Cc1ccccc1)c1ccccc1F	97	97	94	100	6	-4	3	?
O=C(COC(=O)c1cc(S(=O)(=O)N2CCOCC2)ccc1O)Nc1cc(S(=O)(=O)N2CCCC2)ccc1Cl	106	99	96	97	0	-1	3	3
CCCn1c(=N)n(CC(=O)c2ccc([N+](=O)[O-])cc2)c2ccccc21	107	103	103	100	11	-26	-3	-7
O=C(OCc1nnc(-c2ccccc2)o1)c1cn(-c2ccccc2)nc1-c1ccccc1	104	95	95	91	8	6	2	-26&1
CN1C(=O)C2(OCC(CO)([N+](=O)[O-])CO2)c2ccccc21 (centres undefined)	101	106	101	102	1	-15	-10	13
O=C1CCCC2=C1C(c1ccncc1)n1c(nc3ccccc31)N2 (centres undefined)	96	105	96	104	6	4	0	12
Cc1cc(-c2nnnn2-c2ccc(F)cc2)no1	107	101	102	102	2	-1	1	/
Cc1c(C)n(C)c2ccc([N+](=O)[O-])cc12	105	98	102	97	-6	8	6	1
Cc1ccc(C(=O)N2Cc3ccccc3CC2C(=O)O)cc1 (centres undefined)	95	100	105	94	3	1	-1	13
O=C(CCc1ccc(S(=O)(=O)NCc2ccccc2)cc1)NCc1cccnc1	108	119	92	100	0	-15	8	4
Cc1cc2nc(-c3ccc(SCc4ccccn4)nc3)[nH]c2cc1C	105	94	104	97	48*	4	-2	-4
Cc1cc(C(=O)CSc2nn3c(=O)c(C(C)(C)C)nnc3s2)c(C)n1-c1ccc(F)cc1	92	102	90	97	1	0	-12	6
CCC(C)(c1nnnn1-c1c(C)cccc1C)N(N=O)c1ccccc1Cl (centres undefined)	106	93	86	98	0	1	3	0
COc1ccccc1OCCNC(=O)CNC(=O)c1ccc2c(c1)OCO2	100	105	105	99	21	9	3	3
O=C(c1ccc(N2CCOCC2)cc1)c1cccs1	117	104	101	94	4	-10	14	-3
O=C(O)c1ccc(CNC(=O)c2ccc3c(c2)C(=O)N(Cc2cccnc2)C3=O)cc1	68	102	84	110	/	/	/	10
Cc1ccc(OCCC(=O)Nc2ccc(F)c(F)c2)cc1	99	105	103	104	2	2	-3	9
CC(=O)c1ccc(-n2c(CCC(=O)O)ccc2-c2ccccc2)cc1	101	109	110	102	2	-4	1	-7
CCCN(C(=O)CCNC(=O)Cn1cnc2ccccc2c1=O)c1cccc(C)c1	102	109	89	108	3	0	-3	3
COc1cccc(C(C)NC(=O)Nc2ccccc2Cl)c1 (centres undefined)	102	101	96	106	6	6	4	56
CCOC(=O)c1c(N)nn(C(=O)C(C)C)c1-c1ccccc1	100	104	102	106	2	2	5	13
Cc1ccc(Oc2ncnc(N)c2[N+](=O)[O-])cc1C	123	92	91	94	0	5	-6	-9
CCN(C1CCS(=O)(=O)C1)S(=O)(=O)c1cc(C)ccc1C (centres undefined)	97	102	105	100	-3	1	3	6
CCOC(=O)C1CCCN(S(=O)(=O)c2cc(Br)cc3c2N(C(=O)CC)CC3)C1 (centres undefined)	79	104	91	94	-2	0	8	5
CC(C)(C)NC(=O)CCc1ncc(C(F)(F)F)cc1Cl	107	89	100	93	-3	-5	2	0

Single records, as listed above. Order of values: LAP4 TOR yeast	MEP2-GFP yeast	CR mimetic SO	RPL19A-GFP yeast	AHR activator	procasp7 counter	procasp3 activ	JMJD2C inh
Shown for `Cc1cc(C(=O)CSc2nn3c(=O)c(C(C)(C)C)nnc3s2)c(C)n1-c1ccc(F)cc1` : 92	102	90	97	1	0	-12	6
Shown for `Cc1c(C)n(C)c2ccc([N+](=O)[O-])cc12` : 105	98	102	97	-6	8	6	1
Shown for `O=C1CCCC2=C1C(c1ccncc1)n1c(nc3ccccc31)N2` (centres undefined) : 96	105	96	104	6	4	0	12

An excerpt from above with just procasp7 counter and MEP2-GFP yeast.
mol	procasp7 counter	MEP2-GFP yeast
CCOC(=O)c1c(N)nn(C(=O)C(C)C)c1-c1ccccc1	2	104
Cc1ccc(OCCC(=O)Nc2ccc(F)c(F)c2)cc1	2	105

New compounds follow:
SMILES	LAP4 TOR yeast	MEP2-GFP yeast	CR mimetic SO	RPL19A-GFP yeast	AHR activator	procasp7 counter	procasp3 activ	JMJD2C inh
Cc1ccc(NC(=O)COC(=O)C2=NNC(=O)CC2)c(Br)c1	101	108	108	103	1	-10	9	2
O=C(CCN1C(=O)c2ccccc2S1(=O)=O)Nc1ccc(Cl)cc1	83	100	104	118	/	/	/	6
CNC(=S)N1C2CCC1CC(NC(=O)NC13CC4CC(CC(C4)C1)C3)C2 (centres undefined)	88	95	128	93	-1	10	0	2
CCOC(=O)CSc1nnc(CCc2nc3ccccc3[nH]2)n1C	95	92	90	95	3	2	8	21
O=c1c(Cl)cc(Cl)nn1-c1ccccc1	98	97	113	97	5	11	1	3
O=c1[nH]c2ccc(S(=O)(=O)N3CCCC3)cc2[nH]1	95	103	96	103	0	10	6	-32
Cc1ccccc1CN(C)C(=O)COC(=O)c1ccc2[nH]c(C)c(C)c2c1	97	104	141	100	3	5	-4	-1
CC1(C)CC(=O)c2cc(NC(=O)c3ccc(F)cc3)c(=O)oc2C1	122	104	108	95	-4	4	9	2
Cc1ccc(S(=O)(=O)N2CCC(C(=O)Nc3ccc(C(C)C)cc3)CC2)cc1	99	96	116	96	4	-4	4	9
CCCCCN(C(=O)CCC(=O)OCC(=O)N(CC)c1ccccc1)c1c(N)n(CCCC)c(=O)[nH]c1=O	112	100	105	100	4	6	-4	6
CCOc1cc(NC(=O)c2cccs2)c(OCC)cc1NC(=O)c1ccco1	97	111	103	90	8	10	-4	0
Cc1ccc(OCC(=O)NCCO)c(Br)c1	99	96	112	99	1	3	0	40
COC(=O)c1cc(OC)c(OC)cc1NC(=O)CCc1ccc(C)o1	99	105	85	100	14	3	-7	4
O=C(CCc1ccc(S(=O)(=O)N2CCOCC2)cc1)N1CCCC1	101	104	104	99	1	1	2	17
CCn1c(SCC(=O)Nc2ccc(N3CCOCC3)cc2)nnc1-c1ccc(OC)cc1	90	92	95	91	3	-12	2	1

With a hit mark in AHR activator (from the list above):
canonical_smiles,LAP4 TOR yeast,MEP2-GFP yeast,RPL19A-GFP yeast,AHR activator,procasp3 activ,JMJD2C inh
Cc1cc2nc(-c3ccc(SCc4ccccn4)nc3)[nH]c2cc1C,105,94,97,48*,-2,-4

Next structures follow.
SMILES	LAP4 TOR yeast	MEP2-GFP yeast	CR mimetic SO	RPL19A-GFP yeast	AHR activator	procasp7 counter	procasp3 activ	JMJD2C inh
Cc1ccc2c(CC(=O)N(C)c3c(N)n(Cc4ccccc4)c(=O)[nH]c3=O)coc2c1	107	102	105	104	5	2	-1	-19
Cc1ccc(Nc2nc3ccccc3n3cnnc23)cc1C	117	108	103	102	20	0	1	-3
CC(=O)NCCCC(=O)NNC1CC(=O)N(c2cccc(Cl)c2)C1=O (centres undefined)	105	97	118	99	0	0	-12	8
COc1ccc(CCn2c(SCC(=O)Nc3cc(C)on3)nc3ccsc3c2=O)cc1OC	103	100	111	95	2	3	-3	/
CC1(C)c2ssc(=S)c2-c2ccccc2N1C(=O)CSC1=NCCS1	102	102	106	99	3	-7	0	-1
Cc1ccc(C(=O)Cn2nnc3ccccc32)cc1[N+](=O)[O-]	112	95	97	93	10	9	-1	5
CSc1nc(N)n2nc(C(C)(C)C)cc2n1	94	89	119	94	2	4	0	8
CC1CN(Cc2ccccc2)c2ccccc2NC1=S (centres undefined)	106	107	93	103	-2	-8	4	-2
CCC(=O)N(C)CCc1cc2c(c(OC)c1/C=N/NC(=O)c1ccccc1O)OCO2	82	95	103	103	10	-3	1	-9
COc1cc(SC)ccc1C(=O)Nc1cccc(S(=O)(=O)NC2=NCCCCC2)c1	103	96	83	98	4	4	4	0
O=S(=O)(Nc1ccc(-n2cccc2)cc1)c1ccc(Cl)cc1Cl	117	94	99	89	1	1	-7	-1
Cc1ccn2c(c1)nc(=S)n2C(=O)c1ccccc1	104	102	114	98	27	-6	3	21
CCN(C(=O)Cn1c(Cl)nc2c1c(=O)n(C)c(=O)n2C)C1CCCCC1	110	94	101	101	-1	2	-2	7
CCCn1c2c(c(O)c(C(=O)Nc3nc4ccccc4s3)c1=O)CCCC2	105	106	91	104	6	-2	-5	2
COc1ccc(OC)c(CCNC(=O)CCn2ccc3cc(S(=O)(=O)N4CCCC4)ccc32)c1	95	95	88	97	5	-8	9	-6
CCc1ccc(Nc2ncc3c(n2)CC(C)(C)CC3=O)cc1	103	105	112	102	2	-4	3	3
Cc1onc(-c2ccccc2Cl)c1C(=O)NCc1nnnn1-c1ccc(F)cc1	94	96	107	98	4	6	4	25
C=CCNc1nc(-c2ccc(OC)cc2OC)cs1	82	106	100	103	3	-2	-12	-6

Assay outcomes deposited in PubChem by several laboratories.
